NR2E3 ag-1 = NR2E3 (human) agonism | Q9Y5X4 | GST-NR2E3/biotin-RetCOR TR-FRET, 1536-well | inhibition of corepressor binding, % at 4.78 µM | 320,000 tested, 0.12% active | AID 2300;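 active means percent inhibition above the cutoff of mean plus 3 SD of all tested compounds, set per screening campaign, cut at about 20% in these data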;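 further: 0% = DMSO wells and 100% = biotin wells as full block of FRET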
Target sequence (Q9Y5X4 whole entry, looked up): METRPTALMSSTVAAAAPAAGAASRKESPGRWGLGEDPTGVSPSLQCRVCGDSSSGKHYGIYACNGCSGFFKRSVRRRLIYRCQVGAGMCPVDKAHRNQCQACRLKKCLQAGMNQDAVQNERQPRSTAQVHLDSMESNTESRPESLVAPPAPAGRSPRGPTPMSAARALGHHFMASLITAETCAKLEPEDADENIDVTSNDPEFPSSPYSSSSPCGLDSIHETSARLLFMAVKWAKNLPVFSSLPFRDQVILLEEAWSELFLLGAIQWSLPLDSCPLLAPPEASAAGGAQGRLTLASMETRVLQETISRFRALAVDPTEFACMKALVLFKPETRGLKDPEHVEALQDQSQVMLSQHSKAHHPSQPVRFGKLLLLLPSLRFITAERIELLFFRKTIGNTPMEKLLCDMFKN
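Test system – NR2E3–RetCOR corepressor complex · Quantity – NR2E3 fusion 1.35 nM · Buffer or medium – Tris pH 7.5 · Incubation – Compound–protein incubation for 5 h at 4 °C · Technique – TR-FRET, Eu(K)-anti-GST donor, streptavidin-D2 acceptor, ex 340, em 617/671 nm · Evaluation – percent inhibition of 671/617 nm emission ratio versus biotin and DMSO controls · Plate – 1536-well format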
C8 TRAIL sens = sensitizes caspase-8 expressing cells to TRAIL. AID 624354. inhibition (viability loss, TRAIL sensitization), % at 10 µM. 360,000 tested, 1% active. NB7+C8 cells + TRAIL, ATPlite viability luminescence;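 active means compounds causing at least 50% loss of cell viability in the single-dose screen, relative to plate controls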
MITF TRPM1 inh = reduces MITF-dependent TRPM1 promoter luciferase signal; SK-MEL-5 TRPM1 promoter luciferase, 24 h; inhibition, % at 12.5 µM; 330,000 tested, 0.83% active; AID 488899;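 active means mean inhibition across replicates of 60% or more, whatever share of single replicates reaches that level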; further: values of inactives mirror those of a sister screen read the other way
TWEAK-Fn14 inh = inhibitors of TWEAK-Fn14 interaction signaling. TWEAK-stimulated Fn14 reporter cells, luciferase luminescence, 8 h. inhibition, % at 10 µM. 360,000 tested, 2% active. AID 1159606; in the data active means inhibition above about 50%
Shn3 inh set2 = reduces Shn3 3'UTR luciferase signal in osteoblasts. Clone20 osteoblast Shn3 3'UTR firefly luciferase, 24 h. inhibition, % at 12.5 µM. 360,000 tested, 0.52% active. AID 588674;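 active means mean inhibition of at least 75% with every replicate also reaching 75%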;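 further: 0% = median of neutral control wells and 100% = pilot-screen positive control compound; some compounds past the cut are filed as inactive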
KKLEB tox = counter-screen for CF NF-kB inhibitors: cytotoxicity; 360,000 tested, 0.36% active; activity change (cytotoxicity), % at 5 µM; KKLEB CF airway cells viability, ATPlite luminescence, overnight; active compounds read low; cells stimulated with P. aeruginosa culture filtrate;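 active means corrected activity change at or below -50% at 5 µM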
Peg3 prom inh = inhibitors of Peg3 promoter; inhibition, % at 20 µM; 360,000 tested, 1.7% active; HeLa PEG-Prom luciferase reporter, luminescence, overnight;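 active means inhibition of at least 50% at 20 µM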
HIF-2a inh = inhibitors of HIF-2a. 786-0 RCC cells HIF-2a reporter, luciferase luminescence, overnight. inhibition, % at 18.8 µM. 360,000 tested, 0.72% active;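 active means inhibition of the luminescence signal of 40% or more relative to plate controls, in a single-dose primary screen at 18.75 µM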
CF NFkB inh = blocks PAF-induced NF-kB reporter in cystic fibrosis cells. 360,000 tested, 0.86% active. KKLEB NF-kB-GFP reporter, GFP fluorescence overnight. inhibition, % at 5 µM. AID 588850;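 active means at least 50% inhibition at 5 µM, scaled per plate between neutral and stimulator controls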;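 further: PAF is a Pseudomonas aeruginosa culture filtrate used as stimulus; plate controls were PAF-stimulated DMSO wells for no effect and unstimulated DMSO wells for full effect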
TROY NFkB inh = TROY signaling inhibition | 360,000 tested, 0.98% active | Q293 LMP1-TROYcd NF-kB luciferase reporter, 4 h | AID 1347056 | inhibition, % at 10 µM;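 active means compounds whose plate-normalised and pattern-corrected inhibition of the luciferase reporter signal at the single screening dose is 50% or more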
NR2E3 ag-2 = activates human NR2E3 receptor; Q9Y5X4; 360,000 tested, 0.35% active; CHO-S Gal4-NCOR/VP16-NR2E3 two-hybrid, luciferase; AID 602229; inhibition of corepressor binding, % at 3.98 µM;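 active means inhibition above the mean of all tested compounds plus 3 SD, cut at about 70% in these data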;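 further: 0% = DMSO with NR2E3 transfected cells and 100% = cells lacking NR2E3 construct; higher means lower luciferase signal from less NR2E3 corepressor binding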
Numbers without * were called inactive; . = no result given. Some of the compounds tested (hit frequency here may not be typical).

SMILES | NR2E3 ag-1 | C8 TRAIL sens | MITF TRPM1 inh | TWEAK-Fn14 inh | Shn3 inh set2 | KKLEB tox | Peg3 prom inh | HIF-2a inh | CF NFkB inh | TROY NFkB inh | NR2E3 ag-2
O=C(COC(=O)CCN1C(=O)C2CC=CCC2C1=O)NCCc1ccccc1 (stereo not drawn) | 0 | 16 | 4 | 7 | -6 | 2 | -1 | -4 | 0 | -10 | 11
COc1cccc2ccc(CC(O)(c3ccccc3)c3ccccc3)nc12 | . | 12 | . | -3 | 14 | -11 | 5 | 25 | 15 | 3 | 22
CCOC(=O)C1=C(c2ccccc2)OC(N)=C(C#N)C1c1ccco1 (stereo not drawn) | 2 | -23 | -12 | -29 | 1 | 1 | 4 | 8 | -19 | -19 | -22
Cc1ccc(S(=O)Cc2ccc(C(=O)N3CCN(C(=O)c4ccco4)CC3)o2)cc1 (stereo not drawn) | 1 | 13 | -6 | 10 | -11 | 8 | 13 | 10 | -32 | -10 | 4
Cc1coc2c1c(C)cc1oc(=O)c(CC(=O)NCCC(=O)O)c(C)c12 | 3 | 4 | 9 | -8 | -4 | 4 | 12 | 13 | -8 | -1 | -15
Cc1ccc(-n2nnc3c(=O)n(CC(=O)N4CCOCC4)cnc32)cc1 | 1 | 0 | . | 6 | -2 | 2 | 9 | 6 | 2 | 10 | -4
CC(CC(=O)N1CCN(c2ccc(C(F)(F)F)cn2)CC1)n1ccnc1 (stereo not drawn) | 0 | -7 | -1 | 10 | -18 | 2 | -12 | 6 | 12 | -2 | 21
CN1CC(=O)NC1=NC(=O)c1ccc(Cl)c(S(=O)(=O)N2CCCCCC2)c1 | 4 | 19 | 12 | -5 | 12 | -16 | 23 | 30 | 6 | 28 | -32
Fc1ccccc1CN1CCCCCCC1 | 6 | -2 | -10 | 6 | 9 | -8 | 0 | 10 | 15 | -14 | -15
Cc1nnc(SCC(=O)Nc2ccc(N3CCOCC3)cc2)n1-c1ccccc1 | -2 | -9 | 1 | -2 | -9 | -7 | 11 | 24 | 6 | -4 | -3
Cc1cccc(CSc2nnc(-c3ccco3)n2C)c1 | 1 | -7 | -21 | -20 | -18 | -3 | -43 | -65 | -6 | -52 | -14
O=C1C(=O)N(c2ccc(O)cc2)C(c2ccccc2[N+](=O)[O-])/C1=C(\O)c1ccccc1 (stereo not drawn) | -4 | -3 | 15 | 8 | 2 | -5 | -21 | -30 | -2 | -37 | -13
O=C1Nc2ccccc2C(=O)N2[C@H](c3ccc(F)cc3)[C@@H]3C(=O)N(Cc4ccccc4)C(=O)[C@@H]3[C@H]12 | 2 | -17 | -3 | 6 | -14 | 20 | 3 | 5 | -10 | -4 | -6
CC(C)CNS(=O)(=O)c1ccc(CCC(=O)N2CCCC2)cc1 | -1 | -5 | -4 | -6 | 2 | 3 | -2 | 10 | 26 | 5 | 13
CCN(CC)C(=O)[C@H]1C[C@H](CC(=O)NCCCN(C)C)C(=O)N2CCc3c([nH]c4cc(CCC(=O)N(C)C)ccc34)[C@]12C | . | -14 | -1 | -6 | -15 | 11 | -4 | 0 | -12 | -11 | 2
O=C(Cc1ccc(S(=O)(=O)N2CCCC2)s1)Nc1cccc([N+](=O)[O-])c1 | . | 1 | 6 | -15 | 39 | 11 | 20 | -6 | 1 | 16 | -11
Cc1ccccc1NCc1nc2ccccc2n1C | 1 | 33 | -53 | 20 | -130 | 7 | -293 | -255 | -25 | -39 | -102
CC(C)CN(C(=O)COC(=O)CCN1C(=O)c2ccccc2C1=O)C1CCS(=O)(=O)C1 (stereo not drawn) | 1 | 20 | -9 | 1 | 8 | -15 | -16 | 9 | 2 | 9 | -7
CSc1ccc(S(=O)(=O)NCC(=O)OCCOc2ccccc2)cc1[N+](=O)[O-] | 1 | 0 | 10 | -6 | -5 | -7 | 0 | 7 | 1 | -1 | -1
O=C(NC(=S)Nc1ccccc1C(F)(F)F)c1ccccc1F | 2 | -8 | -10 | -24 | -10 | 0 | -24 | -154 | -7 | -1 | -44
CCNC(=O)COc1ccc(/C=C2\COc3ccccc3C2=O)cc1OC | 1 | 6 | -7 | 46 | -9 | 4 | 71* | 17 | 11 | 32 | -2
CCOC(=O)C1CCN(C(=O)Cc2ccc(C)cc2)CC1 | -2 | 6 | -8 | 5 | -10 | -2 | 4 | -2 | 14 | -4 | -18
CC(C)CN(C(=O)COC(=O)CN1C(=O)c2ccccc2C1=O)c1c(N)n(Cc2ccccc2)c(=O)[nH]c1=O | 6 | 8 | -4 | -6 | -10 | 18 | 13 | 5 | -18 | 10 | -9
CCC(C)NC(=O)C1CCN(c2nc(OC)nc(OC)n2)CC1 (stereo not drawn) | 1 | 13 | 1 | 4 | -24 | 2 | 14 | 1 | -5 | -7 | 11
CNS(=O)(=O)c1cc2c3c(cccc3c1)C(=O)NC2=O | 2 | -9 | 7 | -9 | 22 | -6 | 30 | 20 | -20 | 17 | 6

Additional records
SMILES | NR2E3 ag-1 | C8 TRAIL sens | MITF TRPM1 inh | TWEAK-Fn14 inh | Shn3 inh set2 | KKLEB tox | Peg3 prom inh | HIF-2a inh | CF NFkB inh | TROY NFkB inh | NR2E3 ag-2
Cc1cc(Br)cc(C=Nc2ccc(N3CCOCC3)cc2)c1O | 5 | -5 | -13 | 3 | 36 | -4 | 14 | 13 | -17 | 25 | 14
Cn1c(SCC(=O)Nc2ccc3[nH]c(=O)[nH]c3c2)nnc1-c1ccc(F)cc1 | 0 | -8 | -14 | 23 | -77 | 16 | 11 | 7 | -27 | 16 | -12
CCOc1ccc(C(=O)NC(=S)NCc2cccnc2)cc1 | 5 | 24 | 4 | -4 | 8 | -4 | -1 | 15 | -1 | 6 | 3
O=C(COC(=O)c1ccc(Br)o1)Nc1ncc([N+](=O)[O-])s1 | 1 | 0 | -23 | -9 | -33 | 5 | -73 | -78 | 11 | -13 | -32
O=c1cc(O)c(-c2cccc(C(F)(F)F)c2)c(Cl)[nH]1 | 0 | -11 | -11 | 3 | -5 | 4 | 0 | 14 | 0 | -15 | 11
CCOc1ccc(N2C(=O)C(CC(=O)Nc3ccc(F)cc3)N(Cc3ccccn3)C2=S)cc1 (stereo not drawn) | 0 | 21 | -1 | 4 | -2 | -2 | -7 | 8 | 9 | -4 | -6
COc1ccc(CC(=O)NC2CCSc3ccccc32)c(OC)c1 (stereo not drawn) | -1 | 2 | -16 | -14 | -19 | -2 | -23 | -30 | 15 | -9 | -7
Cc1ccc2nc(-c3ccccc3)c(Cc3ccsc3)n2c1 | . | 26 | . | 5 | . | . | . | -133 | . | -30 | -89
CC1CCCCC1NCc1cccc([N+](=O)[O-])c1 (stereo not drawn) | 0 | 11 | -4 | -16 | -9 | -1 | -36 | -59 | 20 | -25 | -40
COc1ccc(C(=O)Nc2cc(C(F)(F)F)ccc2Cl)cc1OC | -1 | 9 | -1 | 6 | -17 | 9 | -3 | -27 | 2 | 9 | -1
Cc1cc2c(ncn2C)c(NS(=O)(=O)c2ccccc2Cl)c1C | 0 | 4 | 1 | 10 | 14 | 9 | 10 | 6 | -4 | -6 | 3
N#Cc1nc(-c2ccc(OCc3ccccc3)cc2)oc1NCc1cccnc1 | 0 | -10 | -12 | 6 | 19 | -7 | -71 | -40 | 5 | 4 | 17
COc1ccc(CCC(=O)NNC(=O)Nc2cc(Cl)ccc2C)cc1 | . | 17 | 1 | 6 | -4 | 7 | 12 | 8 | -10 | -24 | -2
CC(=O)NC(c1ccc(F)c(F)c1)c1nc(-c2cnc3ccccc3c2)cs1 (stereo not drawn) | . | 0 | . | -16 | -40 | 11 | -88 | -129 | -28 | -44 | -31
COC(=O)c1ccc(-c2ccco2)n1Cc1ccccc1Cl | 1 | -2 | -6 | 9 | 20 | -7 | 20 | 16 | -3 | -19 | -12
S=c1[nH]nc(C2CCCCC2)n1/N=C/c1c(Cl)cccc1Cl | 0 | 8 | 6 | -3 | -7 | -9 | 21 | 15 | 30 | 41 | -27
Cc1ccc(C)c(NC(=O)c2oc(=O)c3ccccc3c2-c2ccccc2)c1 | 4 | 4 | -9 | -10 | 5 | 1 | 13 | 21 | 1 | 21 | -14
CN(Cc1ccc(Cl)c(Cl)c1)C(=O)c1cccc(S(=O)(=O)N2CCN(Cc3ccccc3)CC2)c1 | -5 | -24 | 14 | 36 | 87* | -4 | 35 | 12 | -10 | 39 | 59
O=C(Nc1cccc(C(=O)O)c1)/C(=C\c1ccccc1)NC(=O)c1ccccc1 | 2 | 1 | -6 | -1 | -24 | -1 | -8 | 4 | 11 | -13 | -14
CCOC(=O)c1cc(C)n(-c2ccc(OC)c(OC)c2)c1C | 1 | 0 | -3 | 2 | -11 | 4 | 23 | 13 | 4 | 8 | -14
COc1cccc(N2CC(O)Cn3c2nc2c3c(=O)[nH]c(=O)n2C)c1 (stereo not drawn) | . | -7 | 7 | -13 | 34 | -3 | 2 | 11 | 9 | 0 | 23
O=S(=O)(c1ccc(Cl)cc1)c1nc(-c2ccco2)oc1N1CCOCC1 | -1 | 5 | 7 | 11 | 8 | -19 | -1 | 8 | 6 | -13 | -11
COCCNC(=O)C(=O)NNC(=O)CCc1ccccc1 | 0 | 2 | 4 | -3 | -10 | -11 | 0 | 11 | 7 | 4 | -12
CCNc1c(NS(=O)(=O)c2ccc([N+](=O)[O-])cc2)c(=O)oc2ccccc12 | -3 | 13 | 3 | 5 | 1 | -3 | 13 | 2 | -1 | 4 | -12
CCN=C1SC(CC(=O)Nc2ccccc2OCC)C(=O)N1CC (stereo not drawn) | 1 | 3 | 10 | 11 | 7 | 24 | 12 | 3 | -8 | -19 | -11

The listing continues.
SMILES | NR2E3 ag-1 | C8 TRAIL sens | MITF TRPM1 inh | TWEAK-Fn14 inh | Shn3 inh set2 | KKLEB tox | Peg3 prom inh | HIF-2a inh | CF NFkB inh | TROY NFkB inh | NR2E3 ag-2
c1ccc2nc3c(nc2c1)c1ccccc1n3CCN1CCOCC1 | 3 | 23 | -26 | -24 | -21 | 7 | -205 | -384 | -72 | -61 | -116
COc1ccccc1C(CNC(=O)C1CC(=O)N(Cc2ccc(C)cc2)C1)N1CCCC1 (stereo not drawn) | -3 | 8 | 11 | 0 | -12 | -24 | -18 | -3 | 20 | 3 | -11
O=c1oc2ccc(NS(=O)(=O)c3cccc4cccnc34)cc2s1 | 3 | 6 | -1 | 19 | -3 | 16 | 7 | 10 | -10 | -15 | -51
COc1ccc2oc(C(=O)Nc3nc4ccccc4[nH]3)c(C)c2c1 | 0 | 69* | -63 | 38 | -33 | -23 | -326 | -337 | 7 | 43 | -140
N#Cc1ccc(C(=O)Nc2ccc(S(=O)(=O)NC3=NCCCCC3)cc2)cc1 | 5 | 7 | -3 | -4 | 5 | -15 | 15 | 9 | -4 | 35 | 4
COc1ccc(-c2nc3ccccc3c(=O)n2CCOc2cccc(C)c2C)cc1 | 6 | 6 | -20 | -8 | -56 | 4 | -43 | 12 | -8 | -47 | 18
Cc1ccc(N2C(S)=C(C#N)C(=O)NC2c2ccco2)cc1 (stereo not drawn) | 2 | -1 | 7 | 11 | 9 | 3 | 16 | -3 | -27 | -56 | -28
